High-throughput results (PubChem BioAssay)
ADAM17 inh: inhibitors of human ADAM17. inhibition, % at 6.95 µM. actives 0.83% (n = 370,000). recombinant ADAM17, EDANS/DABCYL FRET peptide cleavage. AID 720648. P78536;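 active = inhibition above the mean of compounds lying between control limits plus 3 SD, set per campaign, cut at about 8.5% in these data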;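 also: 0% = DMSO-only wells as the low control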
MBD2 DNA inh: inhibitors of human MBD2 binding to methylated oligonucleotide; TR-FRET; Q9UBB5; actives 0.31% (n = 370,000); AID 686964; inhibition, % at 4.4 µM; in the data active = inhibition above about 13%
Target sequence (Q9UBB5 whole entry, looked up): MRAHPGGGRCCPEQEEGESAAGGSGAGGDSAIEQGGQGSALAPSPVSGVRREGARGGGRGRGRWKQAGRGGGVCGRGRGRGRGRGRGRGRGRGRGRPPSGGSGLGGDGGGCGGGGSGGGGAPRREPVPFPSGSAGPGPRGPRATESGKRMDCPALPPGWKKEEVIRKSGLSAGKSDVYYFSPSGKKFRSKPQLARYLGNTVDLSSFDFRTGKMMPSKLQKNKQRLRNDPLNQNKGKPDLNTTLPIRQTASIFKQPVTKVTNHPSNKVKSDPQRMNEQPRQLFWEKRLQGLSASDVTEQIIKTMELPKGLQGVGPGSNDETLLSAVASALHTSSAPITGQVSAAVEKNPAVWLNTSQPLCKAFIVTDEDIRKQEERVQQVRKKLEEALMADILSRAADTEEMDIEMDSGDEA
DAX1 inh-1: inhibits human nuclear receptor DAX1; AID 504766; HEK293 Gal4-DAX1 luciferase reporter, luminescence; actives 0.99% (n = 340,000); inhibition, % at 6.75 µM;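 active = inhibition above the mean over all tested compounds plus 3 SD, cut at about 4.2% in these data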;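 also: 0% = DAX1-transfected cells with DMSO and 100% = empty-vector control cells with DMSO; inhibition shows as a rise in luminescence from relieved DAX1 repression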
PLC-gamma1 inh: blocks human PLC-gamma1 enzyme activity; P19174; purified PLC-gamma1, fluorogenic substrate, fluorescence; inhibition, % at 12.2 µM; actives 0.84% (n = 370,000); AID 720700; in the data active = inhibition above about 9.5%
hgDAF12 agonist: hgDAF-12 agonism, primary luciferase screen; HEK293 GAL4-hgDAF12 UAS-luciferase reporter, agonist luminescence; normalized to butyrate control; activation, % at 6.8 µM; actives 1.8% (n = 370,000);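 active = activation above a cutoff set at the mean of all screened compounds plus 3 SD, cut at about 10% in these data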;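 also: 0% = DMSO wells and 100% = sodium butyrate wells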
hcDAF-12 act: activators of H. contortus DAF-12 nuclear receptor | HEK293 hcDAF-12 lit1-tk-luc reporter, luminescence; 0% DMSO, 100% Δ7-dafachronic acid | actives 1.4% (n = 370,000) | AID 652067 | activation, % at 6.8 µM;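 active = activation above the mean of all tested compounds plus 3 SD, cut at about 5.5% in these data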;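 also: 100% = response to 3 µM Δ7-dafachronic acid high control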
Rev-erbA mod: modulates human Rev-erb alpha binding to DNA; Rev-erbα–FITC-DNA binding, fluorescence polarization, 90 min; activity, % at 10 µM; actives 0.79% (n = 370,000);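 active = activity above about 14%, limit read from the data; passing the limit was not always enough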;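 also: 0% = DMSO wells with 35 nM protein and 100% = DMSO wells with 750 nM protein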
Target sequence (P20393 whole entry, looked up): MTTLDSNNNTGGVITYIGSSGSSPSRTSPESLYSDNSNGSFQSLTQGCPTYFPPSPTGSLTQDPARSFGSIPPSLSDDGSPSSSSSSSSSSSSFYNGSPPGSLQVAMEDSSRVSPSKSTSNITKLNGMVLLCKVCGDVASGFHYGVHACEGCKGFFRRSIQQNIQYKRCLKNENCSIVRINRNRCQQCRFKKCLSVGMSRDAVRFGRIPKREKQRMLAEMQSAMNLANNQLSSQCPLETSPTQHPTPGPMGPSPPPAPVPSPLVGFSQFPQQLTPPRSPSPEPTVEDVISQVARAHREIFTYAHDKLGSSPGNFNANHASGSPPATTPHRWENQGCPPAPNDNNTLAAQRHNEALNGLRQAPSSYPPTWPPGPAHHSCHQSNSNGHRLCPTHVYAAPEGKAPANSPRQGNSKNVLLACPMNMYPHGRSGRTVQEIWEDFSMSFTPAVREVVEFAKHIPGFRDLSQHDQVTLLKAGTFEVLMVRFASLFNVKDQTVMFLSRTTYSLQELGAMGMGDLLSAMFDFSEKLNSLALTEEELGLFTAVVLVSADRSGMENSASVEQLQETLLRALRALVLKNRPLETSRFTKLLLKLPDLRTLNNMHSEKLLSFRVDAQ
SMARCA2 activ: SMARCA2 function activation, primary screen; AID 652017; MG213 cells, MMTV-luciferase reporter, dexamethasone, overnight; actives 1% (n = 370,000); activation, % at 9.1 µM; in the data active = activation above about 7.8%;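 also: 0% = vehicle wells and 100% = reference activator wells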
PLCb3 inh: blocks human PLC-beta3 enzyme activity; AID 720704; inhibition, % at 12.2 µM; actives 0.18% (n = 370,000); Purified PLC-beta3, fluorogenic substrate, fluorescence; in the data active = inhibition above about 11%;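 also: 0% = median of compound wells on plate and 100% = full blocker control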
DAX1 inh-2: inhibitors of DAX1 repression of SF-1 activated StAR promoter; AID 652010; inhibition, % at 6.8 µM; actives 1.1% (n = 370,000); HEK293T StAR-luciferase reporter, SF-1/DAX-1 repression relief;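 active = inhibition above the mean over all tested compounds plus 3 SD, cut at about 3.6% in these data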;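 also: 0% = DAX-1 cells with DMSO and 100% = cells lacking DAX-1 with DMSO; higher inhibition means more luminescence from relief of DAX-1 repression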
ssDAF-12 act: activators of S. stercoralis DAF-12 nuclear receptor; HEK293 ssDAF-12/GRIP1 lit1-tk-luc reporter, luminescence; % of 3 µM dafachronic acid response; activation, % at 6.8 µM; actives 1% (n = 370,000);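 active = activation above the mean over all tested compounds plus 3 SD, cut at about 0.9% in these data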;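 also: 0% = DMSO-only wells and 100% = 3 µM delta7-dafachronic acid wells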
* = called active by the depositor; i = inactive; . = not tested or not shown.

SMILES | ADAM17 inh | MBD2 DNA inh | DAX1 inh-1 | PLC-gamma1 inh | hgDAF12 agonist | hcDAF-12 act | Rev-erbA mod | SMARCA2 activ | PLCb3 inh | DAX1 inh-2 | ssDAF-12 act
CCC(=O)c1cn(CC(=O)Nc2cccc(C)c2)c2ccccc12 | 3 | -2 | -1.2 | 1 | -1.2 | -2.4 | 52* | 0 | -4 | -0.3 | -1.2
CCCCn1c(N)c(N2CCOCC2)c(=O)n(CC(=O)NC(C)c2ccccc2)c1=O (stereo not drawn) | 0 | -5 | 1.5 | 4 | 1.9 | 0.3 | . | 0 | -2 | -0.3 | -1.3
O=C(NC(=S)Nc1ccccc1N1CCCC1)c1ccc(-c2cccc([N+](=O)[O-])c2)o1 | 3 | -4 | 0.5 | 2 | -0.4 | 1.7 | -1 | -6 | 0 | 0.7 | -0.1
Cc1cc(C)n(Cc2ccc(NC(=O)c3nn(C)cc3[N+](=O)[O-])cc2)n1 | 0 | 1 | -2.8 | 0 | -2.7 | -1.1 | 1 | 2 | 2 | -1.1 | -2.0
CCCCNC(=O)C1(C)CCCCN1C(=O)c1csnn1 (stereo not drawn) | 1 | 1 | . | 7 | -3.3 | -0.6 | 2 | 1 | 7 | 0.0 | -0.8
Cc1ccc(-n2c([S-])c(C(=O)NC(C)c3ccccc3)[n+]3ccccc23)cc1 (stereo not drawn) | -7 | 4 | -0.4 | -2 | 2.5 | -0.3 | 3 | 1 | -6 | 0.2 | -1.2
Cc1ccc(C(=O)NC2(C(F)(F)F)NC(=O)N(c3ccc(Cl)cc3)C2=O)cc1 (stereo not drawn) | 3 | 0 | -1.1 | -2 | 0.1 | -0.7 | 3 | -4 | 0 | 0.2 | -0.3
CN1C(=O)C(=O)/C(=C(/O)c2ccccc2)C1c1ccc([N+](=O)[O-])cc1 (stereo not drawn) | 0 | -3 | 1.1 | 2 | -1.1 | -0.3 | -4 | 0 | -2 | 0.3 | -1.5
COC(=O)c1ccc2nc(NC(=O)CSCC(=O)OCC(=O)c3ccccc3)sc2c1 | 3 | 0 | 3.3 | -9 | 13* | 3.6 | 3 | 0 | -10 | 1.7 | 0.2
CC(C)(C)c1csc(NC(=O)C2COc3ccccc3O2)n1 (stereo not drawn) | 2 | 5 | 0.9 | -2 | 9.5 | 0.6 | -1 | 4 | -4 | 5.0* | -0.9
COC(c1ccccc1)c1c(-c2ccccc2)nn(C)c1Cl (stereo not drawn) | 1 | -5 | 0.6 | 0 | -2.0 | -0.6 | -4 | 0 | -1 | -1.2 | -1.8
CCCCn1c(N(CCOC(C)=O)C(C)=O)nc2ccccc21 | -3 | 2 | -0.9 | 3 | 1.8 | -1.4 | 3 | 2 | 2 | 1.4 | -1.1
CN(C)C(=O)c1ccc(N=Nc2c(O)c3ccccc3[nH]c2=O)cc1 | -1 | -14 | -0.8 | -2 | 4.6 | 3.6 | -1 | 2 | 0 | -1.2 | 0.2
Cc1cc(N2CCC(C)CC2)c(F)cc1[N+](=O)[O-] | -2 | -2 | -0.3 | 1 | -1.4 | -1.1 | 6 | 1 | 3 | 0.1 | -0.8
O=C(c1ccccc1Oc1ccccc1)N1CCC(Oc2cccnc2)CC1 | -5 | 2 | . | 1 | -0.3 | -2.2 | -3 | -2 | 0 | -0.8 | -0.4
CC1CCC(CN2CCN=C2Nc2ccccc2)CC1 (stereo not drawn) | -4 | -1 | 1.1 | 0 | -0.4 | -0.5 | 1 | 0 | 0 | -0.1 | -1.3
COc1ccccc1N1CCN(C(=O)CCNS(=O)(=O)c2cc(Br)cnc2N)CC1 | -1 | 3 | 0.4 | 2 | 0.9 | 0.1 | 0 | -3 | -9 | -0.3 | -0.9
CC(=O)Nc1ccc(-c2ccnc3c2CC(C)(C(=O)NCc2ccc(F)c(F)c2)O3)cc1 (stereo not drawn) | -1 | 4 | . | 0 | -0.3 | -2.9 | -2 | -4 | -6 | -4.2 | -2.0
O=C(O)c1ccccc1C=NNc1ccccn1 | -8 | 3 | 0.4 | 3 | 1.7 | 0.9 | 3 | -3 | -2 | -0.7 | -0.9
C[C@H]1CN([C@@H](C)CO)C(=O)c2cc(Br)cnc2O[C@H]1CN(C)S(=O)(=O)c1cccs1 | -4 | 1 | 0.9 | 0 | 0.0 | 0.2 | -6 | -3 | 1 | -0.1 | -0.7
NC(=O)C1CCN(C(=O)CC2C(=O)NCCN2Cc2cccc(Oc3ccccc3)c2)CC1 (stereo not drawn) | -4 | -3 | 0.1 | -24 | -0.1 | -0.1 | -5 | -1 | -41 | 0.5 | -1.0
Cc1ccc(C)c(OCC(=O)Nc2ccncc2)c1 | 1 | 3 | -1.5 | 1 | -1.0 | -1.0 | -3 | -3 | -2 | -1.0 | -1.7
Cc1cc2nnc(SC3CCOC3=O)n2c2ccccc12 (stereo not drawn) | -10 | 2 | -1.2 | -54 | -0.1 | 0.9 | 4 | -2 | -59 | -0.7 | -1.3
O=C(CN(C(=O)CCC(=O)Nc1nccs1)c1ccccc1F)NCc1ccc(F)cc1 | 0 | 2 | 0.9 | 7 | -0.3 | -0.8 | 4 | -2 | 4 | 0.3 | -1.4
C[C@@H]1CN([C@@H](C)CO)C(=O)c2cc(NC(=O)CCN3CCOCC3)ccc2O[C@@H]1CN(C)C(=O)Nc1ccccc1 | 6 | 1 | -1.0 | -4 | 1.3 | -0.9 | -5 | -1 | -4 | 0.6 | -0.9
(cont.)
SMILES | ADAM17 inh | MBD2 DNA inh | DAX1 inh-1 | PLC-gamma1 inh | hgDAF12 agonist | hcDAF-12 act | Rev-erbA mod | SMARCA2 activ | PLCb3 inh | DAX1 inh-2 | ssDAF-12 act
CN(C)c1ccc(CNC(=O)C2(C)Cc3c(-c4ccccc4)ccnc3O2)cc1 (stereo not drawn) | 0 | -2 | . | -1 | 0.0 | 0.4 | -7 | -3 | 1 | -0.3 | -1.1
COc1ccc(C(=O)Nn2c(SCC(=O)NC3CCCCC3)nc3ccccc3c2=O)cc1 | -8 | -5 | -4.8 | -8 | 1.2 | 1.2 | -2 | -1 | -12 | 0.7 | -1.8
Cn1ccc(-c2cc(C(=O)O)c3ccccc3n2)n1 | -3 | -3 | 0.1 | 2 | 3.9 | 0.9 | 5 | -1 | 0 | -0.1 | -1.4
Nc1ccc(Oc2ccc(N)c([N+](=O)[O-])c2)cc1[N+](=O)[O-] | 4 | -8 | -0.8 | 8 | -3.5 | -1.0 | 11 | -1 | 2 | -1.5 | -1.4
N#Cc1c2ccc(OCC(N)=O)cc2n2ccccc12 | -200 | 0 | 1.2 | i | 2.0 | 0.3 | 1 | 7 | i | -1.5 | -1.2
COc1cccc(-c2cc(CNC(=O)[C@H]3O[C@@H](n4cnc(C(N)=O)n4)[C@H](O)[C@@H]3O)no2)c1 | 3 | -9 | . | 6 | 0.3 | -1.0 | 4 | -4 | 2 | 2.2 | -0.5
CN(C)Cc1cc(O)c(CN(C)C)cc1O | -10 | -1 | 0.1 | -14 | -0.6 | -0.3 | -6 | 8.0* | -29 | 0.0 | -1.2
COC(=O)c1ccc(N2C(=O)CC(N3CCN(C(=O)c4ccco4)CC3)C2=O)cc1 (stereo not drawn) | -3 | 6 | 0.9 | 0 | -2.4 | -1.4 | -5 | -5 | 1 | -0.3 | 0.2
COc1cc(/C=N/NC(=O)c2cc(-c3ccccc3Cl)nc3ccccc23)cc(OC)c1O | 3 | 0 | -0.4 | 1 | 0.3 | -1.3 | 0 | -6 | -8 | -0.3 | -1.8
Cc1cccc(C)c1Nc1nnc(SC/C(O)=C(\C#N)c2nc3ccccc3[nH]2)s1 | -14 | -5 | 0.0 | -64 | -0.3 | 3.2 | -2 | -4 | -79 | 0.1 | 0.6
CSc1ccc(NC(=O)C2(C)CCN2C(=O)c2ccccc2CCc2ccccc2)cc1 (stereo not drawn) | 7 | 1 | . | 0 | -1.3 | -0.8 | 5 | -7 | 2 | 0.2 | -0.8
Cc1cccc(OCC(=O)Nc2ccc3c(c2)nc(CCN2CCC(C)CC2)n3C)c1 | -21 | 0 | -0.3 | 3 | -3.3 | 1.2 | -6 | 0 | -4 | -0.3 | -1.4
COc1ccc(-n2cccc2C=O)cc1OC | -4 | 2 | 1.1 | 0 | 1.8 | -0.1 | 10 | -4 | 3 | 0.1 | -1.5
O=C(Cn1cnc2ccccc2c1=O)N1CCN(Cc2ccc3c(c2)OCO3)CC1 | -7 | 4 | -2.0 | -1 | -1.6 | -0.1 | -5 | -2 | 0 | -1.0 | -1.6
Cn1c(=O)n(C)c2cc(S(=O)(=O)Nc3cc(Cl)ccc3O)ccc21 | 2 | 3 | 0.6 | 7 | -0.2 | -1.1 | 3 | -3 | 4 | -0.6 | -0.7
O=Cc1coc2ccc3ccccc3c2c1=O | -3 | 0 | -0.8 | -10 | 0.2 | 0.2 | -6 | -1 | -21 | -0.8 | -0.9
CCOC(=O)c1c(C)[nH]c(C(=O)CN2CCN(CC)CC2)c1C | -3 | -1 | 2.2 | 3 | 2.3 | -1.3 | -5 | 3 | -5 | 0.2 | -0.8
CCOc1ccc(NC2=C(Cl)C(=O)N(Cc3ccccc3)C2=O)cc1 | -5 | 3 | -1.4 | 11* | -2.8 | -1.7 | -2 | -1 | 0 | 0.0 | -1.0
O[C@H]1C[C@H](c2ccccc2)N(Cc2cccs2)C[C@@H]1n1cc(-c2ccc(F)cc2)nn1 | 0 | 4 | -1.4 | 1 | -0.2 | 0.0 | -2 | 0 | 1 | -1.0 | -1.2
COc1ccc(N2CCN(c3nc4ccc(C)cn4c(=O)c3C=O)CC2)cc1 | -2 | 3 | -1.0 | -3 | 3.7 | -0.9 | -3 | 1 | -2 | -0.1 | -0.8

3 compounds drawn at random from the list so far:
SMILES | ADAM17 inh | MBD2 DNA inh | DAX1 inh-1 | PLC-gamma1 inh | hgDAF12 agonist | hcDAF-12 act | Rev-erbA mod | SMARCA2 activ | PLCb3 inh | DAX1 inh-2 | ssDAF-12 act
N#Cc1c2ccc(OCC(N)=O)cc2n2ccccc12 | -200 | 0 | 1.2 | i | 2.0 | 0.3 | 1 | 7 | i | -1.5 | -1.2
Cc1cccc(OCC(=O)Nc2ccc3c(c2)nc(CCN2CCC(C)CC2)n3C)c1 | -21 | 0 | -0.3 | 3 | -3.3 | 1.2 | -6 | 0 | -4 | -0.3 | -1.4
COc1ccc(N2CCN(c3nc4ccc(C)cn4c(=O)c3C=O)CC2)cc1 | -2 | 3 | -1.0 | -3 | 3.7 | -0.9 | -3 | 1 | -2 | -0.1 | -0.8

Of the compounds above, these have two or more sulfur atoms:
SMILES | ADAM17 inh | MBD2 DNA inh | DAX1 inh-1 | PLC-gamma1 inh | hgDAF12 agonist | hcDAF-12 act | Rev-erbA mod | SMARCA2 activ | PLCb3 inh | DAX1 inh-2 | ssDAF-12 act
COC(=O)c1ccc2nc(NC(=O)CSCC(=O)OCC(=O)c3ccccc3)sc2c1 | 3 | 0 | 3.3 | -9 | 13* | 3.6 | 3 | 0 | -10 | 1.7 | 0.2
C[C@H]1CN([C@@H](C)CO)C(=O)c2cc(Br)cnc2O[C@H]1CN(C)S(=O)(=O)c1cccs1 | -4 | 1 | 0.9 | 0 | 0.0 | 0.2 | -6 | -3 | 1 | -0.1 | -0.7
Cc1cccc(C)c1Nc1nnc(SC/C(O)=C(\C#N)c2nc3ccccc3[nH]2)s1 | -14 | -5 | 0.0 | -64 | -0.3 | 3.2 | -2 | -4 | -79 | 0.1 | 0.6
